Compound activity as filed in PubChem.
CYP2C19 act: activators of human cytochrome P450 2C19 | 96,000 tested, under 10 active | activation factor at 5 µM | recombinant CYP2C19, luciferin-H EGE luminescence; hits give high values; 0 = fully inhibited enzyme, 1 = untreated enzyme | P33261;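 active means activation factor of at least 2 at 5 µM in the primary screen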;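 further: 0 = wells with 2.5 mM tranylcypromine and 1 = vehicle-only wells; values of inactives mirror those of a sister screen read the other way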
Target sequence (P33261 whole entry, looked up): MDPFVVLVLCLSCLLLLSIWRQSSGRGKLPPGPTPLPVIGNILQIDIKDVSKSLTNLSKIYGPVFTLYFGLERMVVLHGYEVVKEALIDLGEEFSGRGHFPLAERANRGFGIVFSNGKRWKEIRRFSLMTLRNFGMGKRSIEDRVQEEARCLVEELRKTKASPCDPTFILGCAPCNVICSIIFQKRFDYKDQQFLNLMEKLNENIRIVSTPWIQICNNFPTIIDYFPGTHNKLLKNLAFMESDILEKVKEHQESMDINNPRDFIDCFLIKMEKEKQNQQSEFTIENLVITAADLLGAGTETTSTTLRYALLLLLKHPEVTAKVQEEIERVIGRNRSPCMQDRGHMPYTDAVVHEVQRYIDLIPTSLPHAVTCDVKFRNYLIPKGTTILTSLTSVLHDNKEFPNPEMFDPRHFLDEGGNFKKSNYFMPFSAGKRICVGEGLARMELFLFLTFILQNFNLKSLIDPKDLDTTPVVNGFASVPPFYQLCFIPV
ERa coact inh: blocks coactivator binding to human estrogen receptor alpha; P03372; TR-FRET ER-alpha LBD / SRC-1 peptide, estradiol-bound; inhibition, % at 25.6 µM; 1.7% of 86,000 active; AID 629; in the data active means inhibition above about 50%;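 further: 0% = receptor plus peptide control and 100% = peptide only without receptor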
Target sequence (P03372 whole entry, looked up, the tested form may be a part): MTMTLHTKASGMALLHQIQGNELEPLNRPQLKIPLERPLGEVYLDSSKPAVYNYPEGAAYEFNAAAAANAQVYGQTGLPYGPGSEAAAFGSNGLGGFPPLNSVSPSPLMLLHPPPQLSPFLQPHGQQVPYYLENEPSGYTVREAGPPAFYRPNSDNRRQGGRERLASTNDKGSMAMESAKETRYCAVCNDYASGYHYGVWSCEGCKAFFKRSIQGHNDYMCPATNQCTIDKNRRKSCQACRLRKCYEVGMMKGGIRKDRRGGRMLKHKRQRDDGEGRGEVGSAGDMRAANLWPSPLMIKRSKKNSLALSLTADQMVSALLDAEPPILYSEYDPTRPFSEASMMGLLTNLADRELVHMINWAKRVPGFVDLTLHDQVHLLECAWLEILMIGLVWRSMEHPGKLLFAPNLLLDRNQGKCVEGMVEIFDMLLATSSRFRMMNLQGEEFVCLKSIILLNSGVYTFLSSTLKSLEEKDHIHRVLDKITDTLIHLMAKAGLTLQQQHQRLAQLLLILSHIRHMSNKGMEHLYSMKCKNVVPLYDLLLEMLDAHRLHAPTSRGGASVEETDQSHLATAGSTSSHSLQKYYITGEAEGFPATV
CYP2C19 inhib: human CYP2C19 inhibition | AID 778 | inhibition, % at 5 µM | CYP2C19 Supersomes, luciferin-H EGE luminescence, 30 min | 21% of 96,000 active | P33261;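 active means CYP2C19 inhibition above a set limit at 5 µM in the primary screen, cut at about 50% in these data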;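 further: plate controls were negative control wells for no effect and 2.5 mM tranylcypromine positive control for full effect; values of inactives mirror those of a sister screen read the other way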
CD11b adhes enh: CD11b/CD18-fibrinogen binding enhancement. K562 CD11b/CD18 adhesion to fibrinogen, ATPlite luminescence. activation, % at 10 µM. 0.07% of 93,000 active. AID 1499;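 active means 10 µM primary screen giving 50% or more activity, confirmed by 40% or more on retest at that dose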; further: strong numbers were not always called active
H69AR inhibit: blocks growth of human H69AR lung tumor cells; 6% of 85,000 active; H69AR lung tumor viability, ATP luminescence, 72 h; hits give low values; viability, % at 10 µM;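 active means viability at or below 40%; inactive means viability above 40%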;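 further: multidrug resistant small cell line overexpressing MRP-1 efflux transporter; 100% = mean luminescence of untreated control wells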
ERa SRC1 pot: ER-alpha (human) coactivator binding potentiation. coactivator binding (% of control), % at 25.6 µM. TR-FRET ERalpha-LBD/SRC-Cy5 coactivator binding, 2 h; 100 = basal binding, no effect. 1.3% of 86,000 active; in the data active means activity above about 200%;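 further: binding measured in presence of low estradiol as agonist stimulus; 0% = peptide alone without receptor and 100% = receptor with peptide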
HUVEC inhibit: human endothelial cell proliferation inhibition; HUVEC proliferation, CellTiter-Glo luminescence, 72 h; hits give low values; viability, % at 10 µM (by protocol); 1.1% of 86,000 active; AID 648;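 active means viability at or below 30%; inactive means viability above 30%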;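 further: 100% = median luminescence of DMSO-only cell control wells on each plate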
Fibroblast inh: blocks proliferation of human lung fibroblasts; LL 47 human lung fibroblast viability, ATP luminescence; hits give low values; viability, % at 10 µM; 1.1% of 85,000 active;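 active means viability at or below 50% in the single dose screen; inactive means viability above 50%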;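 further: compound exposure lasted 72 h before the ATP readout; 100% = median luminescence of untreated cell-only wells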
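Times – overnight cell rest, 72 h compound treatment at 37 °C · Test system – human lung fibroblast line LL 47, low passage · Amount – 1,150 cells in each well · Controls – cell-only wells, no compound · Doses – 0.1% DMSO in all compound wells · Measured by – CellTiter-Glo luminescence · Buffer or medium – IMEM plus 15% FBS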
CD11b adhes inh: CD11b/CD18-fibrinogen binding inhibition. P05107+P11215. K562 CD11b/CD18 adhesion to fibrinogen, ATPlite luminescence; Mn2+ added to activate the integrin. inhibition, % at 10 µM. 0.54% of 93,000 active. AID 1497;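 active means primary inhibition of 50% or more at 10 µM, then 40% or more on retest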; further: some results filed as inactive read as strong as hits
* marks the source's active call; other numbers are inactive results; / = no result given; [ ] = another dose, or the depositor's remark.

Values run as follows: H69AR inhibit	ERa coact inh	CYP2C19 inhib	CYP2C19 act	HUVEC inhibit	CD11b adhes enh	CD11b adhes inh	ERa SRC1 pot	Fibroblast inh
> COc1ccc(NC(=O)NCCN2C(=O)C3C4C=CC(C4)C3C2=O)cc1 (stereo not drawn)
  89.9	7.0	13.0	0.9	97.3	2.1	-3.6	93.6	107.0
> C=CCn1c(SCC(=O)N2CCCC2)nc2cc(C(=O)NCC3CCCO3)ccc2c1=O (stereo not drawn)
  90.6	7.3	6.2	0.9	94.4	-1.2	-5.9	102.0	100.0
> COCCNC(=O)c1ccccc1NC(=O)C1COc2ccccc2O1 (stereo not drawn)
  97.3	9.5	18.8	0.8	84.6	0.2	-3.8	109.1	97.3
> O=C(c1ccccc1)c1cn[nH]c1-c1ccccc1O
  76.4	-4.7	25.9	0.7	98.9	-3.4	-1.9	98.0	100.6
> CCOCC(=O)Nc1nnc(Cc2ccc(OC)c(OC)c2)s1
  74.0	5.8	9.5	0.9	102.6	-2.4	3.9	76.4	104.6
> COc1ccccc1N1CCN(Cc2ccsc2)CC1
  94.5	-5.7	40.5	0.6	79.8	3.8	-18.5	97.5	94.0
> CC(C)C1N=C2c3ccccc3N=C(SCc3cc(=O)n4cc(Cl)ccc4n3)N2C1=O (stereo not drawn)
  54.2	7.1	45.1	0.5	81.0	-2.7	-13.9	102.4	96.2
> CCc1ccc(C2C(C#N)=C(N)Oc3n[nH]c(CC(=O)OC)c32)cc1 (stereo not drawn)
  92.7	-3.0	/	/	106.0	/	/	96.4	101.1
> CCOc1ncccc1C(=O)OCC(=O)Nc1ncc(C(F)(F)F)cc1Cl
  93.1	3.9	62.4*	0.4	97.8	-2.4	-9.2	102.7	93.3
> CC1Cc2ccccc2N1C(=O)CCn1c(=O)oc2ccccc21 (stereo not drawn)
  86.6	-8.0	94.0*	0.1	91.0	-3.3	-9.4	116.8	100.6
> CN1CCN(C2=Cc3ccccc3Sc3cc(F)c(Cl)cc32)CC1
  0.0*	-0.1	/	/	8.8*	/	/	57.5	94.4
> CCCNC(=O)c1ccc(-c2nc3ccccc3s2)s1
  44.7	54.5*	20.9	0.8	88.0	-1.9	10.5	72.9[fluorescence artefact?]	100.0
> COc1ccc(OC)c(NC(=O)c2nnn(CCc3ccccc3)c2N)c1
  69.8	4.9	-5.4	1.1	73.3	-1.4	12.0	152.3	79.1
> CCCCNC(=O)c1cc2c(=O)n3cccc(C)c3nc2n(Cc2ccncc2)c1=N
  /	-1.8	64.6*	0.4	77.0	0.3	3.0	108.3	95.2
> COc1ccc(-c2ccc(-c3noc(-c4ccc(OC)c(OC)c4)n3)c(OC)n2)cc1
  51.1	80.5*	11.6	0.9	60.9	20.2	-2.7	86.6	86.5
> Cc1cc(N=Cc2cc(Cl)ccc2O)no1
  84.7	-6.8	2.8	1	100.6	-4.1	-7.6	89.6	105.7
> CCOc1cc(CNC2CCCC2)cc(Cl)c1OCc1ccc(F)cc1
  /	/	95.0*	0.1	/	-0.5	22.1	/	/
> COc1ccccc1CNC(=O)c1c(N)n(CCCN2CCOCC2)c2nc3ccccc3nc12
  /	/	32.3	0.7	/	2.7	5.4	/	/
> O=C(CN1CCN(S(=O)(=O)c2ccccc2)CC1)NC(=O)NC1CCCCC1
  /	/	54.9*	0.5	/	1.0	-6.5	/	/
> COc1ccccc1NC(=O)N(CCCN1CCOCC1)Cc1cc2cc3c(cc2[nH]c1=O)OCO3
  88.3	2.6	16.2	0.8	86.5	7.4	-24.0	109.2	90.4
> Cc1ccc(NC(=O)c2c(C)nc(Nc3nc4ccccc4o3)nc2C)cc1
  77.0	-13.9	6.0	0.9	91.4	2.0	-2.3	120.9	92.0
> Cc1ccnc2nc(C(=O)Nc3ccc(N4CCOCC4)cc3)nn12
  93.0	-1.4	54.2*	0.5	99.9	-1.2	0.6	97.7	96.7
> CCn1c(SCc2nc3ccccc3c(=O)[nH]2)nnc1-c1cccnc1
  93.0	7.6	90.3*	0.1	67.0	-0.4	-23.4	113.2	101.8
> Cc1ccc(-n2c(CCc3ccccc3)nnc2SCC(=O)NCc2ccccc2)cc1C
  64.6	-1.6	67.0*	0.3	84.9	2.5	-33.9	83.6	86.6
> O=C(Nc1nccs1)c1cc2c(s1)-c1ccccc1OC2
  /	/	17.0	0.8	/	29.9	2.8	/	/
> CN(C)S(=O)(=O)c1ccc(C(=O)Nc2ccc(F)cc2F)cc1
  95.0	-0.4	-21.0	1.2	98.2	0.3	-0.7	93.4	104.5
> O=c1cc(N2CCc3ccccc32)[nH]c(=O)n1-c1ccccc1
  97.9	4.4	/	/	95.4	/	/	89.8	94.3
> N#C/C(C(=O)N1CCOCC1)=C1/SC=C(c2ccccc2)N1c1ccccc1
  96.3	1.1	/	/	93.7	/	/	184.0	93.4
> CCn1c(CCNC(=O)c2ccc(Cl)c(Cl)c2)nnc1SCCOc1ccc(OC)cc1
  /	/	13.3	0.9	/	-6.7	11.6	/	/
> O=C(O)c1cccnc1Oc1ccccc1
  84.9	-4.2	/	/	92.8	/	/	111.5	102.1
> CC(C)OC(=O)CSc1nnc(CNc2nc(-c3ccccc3)cs2)n1C
  95.4	-0.8	31.0	0.7	91.4	-0.4	0.2	99.9	107.8
> Cc1cc(OCC(=O)Nc2ccc3oc(-c4ccncc4)nc3c2)ccc1Cl
  74.3	46.8	22.8	0.8	85.6	20.5	13.2	203.8*[fluorescence artefact?]	105.2
> O=C(NCCc1ccncc1)C12CC3CC(CC(C3)C1)C2
  100.2	-3.1	93.9*	0.1	110.4	0.1	-13.3	101.2	95.2
> Cc1cccc(Nc2nc3c(c(=O)n(C)c(=O)n3C)n2Cc2ccccc2)c1
  97.1	-2.0	-9.3	1.1	114.0	-0.2	-5.6	114.8	101.6
> C=CCSc1nc(N)c2c(C)c(C)sc2n1
  86.1	17.9	87.6*	0.1	97.4	-2.5	-4.2	96.0	96.8
> CCCOn1nnnc1-c1ccccc1
  98.7	-11.2	/	/	100.4	/	/	97.2	100.6
> CCOC(=O)c1c(-c2ccc(C)o2)csc1NC(=S)NC(=O)c1ccccc1Br
  /	/	24.8	0.8	/	3.0	-18.8	/	/
> CCOC(=O)C1=C(N)N(c2ccccc2Oc2ccccc2)C(=O)C1
  101.5	-1.3	78.4*	0.2	101.2	-4.2	-12.3	94.2	/
> COc1ccc(-c2c(C)n([O-])c(C)c(C)[n+]2=O)cc1
  92.3	1.5	-4.3	1	105.7	-3.2	-22.7	102.8	103.4
> COc1ccc(NC(=O)COC(=O)c2cnccn2)cc1Cl
  94.2	-9.0	-6.5	1.1	105.8	1.7	-7.1	119.5	98.9
> O=C(CSc1nnnn1-c1ccc2c(c1)OCO2)NCc1cccs1
  66.0	6.6	49.4	0.5	97.8	3.3	8.4	111.2	103.0
> Cc1nn(C)c(C)c1CNC(=O)c1nn2c(c1Cl)NC(c1cccs1)CC2C(F)(F)F (stereo not drawn)
  /	/	36.1	0.6	/	-0.7	9.8	/	/
> Nc1nnc(-c2cccnc2)s1
  72.5	-3.6	5.5	0.9	95.3	-3.2	6.4	111.4	104.5
> O=C(CNC(=O)c1cccs1)OCC(=O)c1ccccc1
  72.9	-8.7	24.7	0.8	81.6	1.7	-0.7	107.3[fluorescence artefact?]	92.7
> COc1ccc(CCNC(=O)c2cnn3c(C(F)F)cc(C)nc23)cc1OC
  89.9	7.9[fluorescence artefact?]	52.1*	0.5	103.1	-11.8	3.2	90.7[fluorescence artefact?]	100.9

Compound profiles, from the list above. Values in the order: H69AR inhibit	ERa coact inh	CYP2C19 inhib	CYP2C19 act	HUVEC inhibit	CD11b adhes enh	CD11b adhes inh	ERa SRC1 pot	Fibroblast inh
Profile of `CC(C)OC(=O)CSc1nnc(CNc2nc(-c3ccccc3)cs2)n1C` = 95.4	-0.8	31.0	0.7	91.4	-0.4	0.2	99.9	107.8
Profile of `O=C(CNC(=O)c1cccs1)OCC(=O)c1ccccc1` = 72.9	-8.7	24.7	0.8	81.6	1.7	-0.7	107.3[fluorescence artefact?]	92.7
Profile of `CCCOn1nnnc1-c1ccccc1` = 98.7	-11.2	/	/	100.4	/	/	97.2	100.6

New compounds follow:
Values run as follows: H69AR inhibit	ERa coact inh	CYP2C19 inhib	CYP2C19 act	HUVEC inhibit	CD11b adhes enh	CD11b adhes inh	ERa SRC1 pot	Fibroblast inh
> CCCCC(=O)NC1(C(F)(F)F)C(=O)N(Cc2ccco2)C(C)=C1C(=O)OC (stereo not drawn)
  86.3	-12.7	-1.3	1	102.4	-0.2	-12.2	104.2	95.8
> CCn1c(SCC(=O)c2cc(OC)ccc2OC)nnc1C(C)C
  75.4	-2.1	98.7*	0	87.7	5.4	-2.6	106.7	86.3
> CCOc1ccc(OCC)c(NC(=O)Nc2ccc3c(c2)N(C)C(=O)CS3)c1
  44.7	-5.1	58.1*	0.4	60.2	32.2	6.7	109.6	96.9
> CCCCn1c(=O)c(Cc2ccccc2)c(O)c2ccccc21
  101.4	21.4	49.3	0.5	104.8	-2.2	-16.3	95.4	100.7
> N#Cc1cc2c(nc1SCC(O)CS(=O)(=O)Cc1ccccc1)CCCC2 (stereo not drawn)
  69.3	-9.8	22.0	0.8	88.5	-1.1	3.2	99.2	94.4
> CC(=O)c1cn(CC(=O)Nc2ccccc2)c2ccccc12
  103.0	-46.6	49.4	0.5	104.9	1.8	-12.0	107.9	92.2
> COc1ccc(NC(=O)Cn2nnc(-c3ccccc3F)n2)cc1Cl
  88.9	9.5	-8.8	1.1	90.7	2.7	-2.6	100.9	95.3
> N#CCSc1nc(Nc2ccc3c(c2)OCO3)c2ccccc2n1
  46.0	0.1	18.7	0.8	64.7	-2.4	-6.5	107.4[fluorescence artefact?]	88.7
> CSc1nsc(SC)c1NC(=O)OC1CCCCC1
  88.7	2.0	32.5	0.7	84.1	-2.0	10.6	89.9	101.6
> CCCS(=O)(=O)C(=C1Nc2ccccc2N1)S(=O)(=O)CCC
  97.4	5.0	8.6	0.9	104.2	8.6	3.5	122.8	92.7
> CCCCCCC1/C(=N/O)CCC1C(=O)OC (stereo not drawn)
  99.2	1.1	66.1*	0.3	100.2	4.2	-28.3	104.7	95.6
> CCCSCCCNC(=O)CC1Oc2ccccc2NC1=O (stereo not drawn)
  100.7	-5.2	23.8	0.8	103.0	-9.0	13.3	127.0	99.5
> COc1ccc(C(=O)/C=C/Nc2cc(C)on2)c(OC)c1
  81.2	-1.7[fluorescence artefact?]	11.3	0.9	83.1	-0.1	-12.5	102.3	96.3
> C/C(=N\NC(=O)CC(C)C)c1ccc(Cl)c(Cl)c1
  /	/	8.1	0.9	/	2.2	-8.4	/	/
> Cc1cc(=O)[nH]c(-c2ccccc2)n1
  94.4	-7.2	2.0	1	102.2	-2.6	-2.9	126.4	99.4
> CC(=O)NCCOc1nc(N(C)C)nc(N2CCOCC2)n1
  90.7	17.0	7.9	0.9	95.7	1.0	-26.7	87.4	101.1
> CC(C)CC1NC2(C(=O)N(C)c3ccccc32)C2C(=O)N(C(C)C)C(=O)C12 (stereo not drawn)
  97.0	3.1	4.0	1	93.7	-2.1	-2.5	98.3	96.1
> O=C(Cn1nnc2c(cnn2-c2ccccc2)c1=O)N1CCN(c2ccccc2F)CC1
  98.8	-2.8	-16.7	1.2	105.3	0.7	5.4	118.8	100.2
> COc1ccc(/C=N/Nc2snc(SC)c2C#N)cc1OC
  47.8	24.1[fluorescence artefact?]	62.1*	0.4	64.2	-3.6	15.8	18.0[fluorescence artefact?]	82.7
